CaV13 ICDI inh = Disruptors of the CACNA1D IQ motif to Ca2+-dependent inactivation inhibitor domain association, primary screening, Förster resonance energy transfer in intact living …; HEK cells, CFP/YFP FRET ICDI-IQ, plate reader, 10 min; percent FRET-ratio fall versus neutral wells; inhibition, % at 12.3 µM; hit rate 0.098% among 340,000;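 active = mean replicate inhibition of at least 30% and at least 1% of replicates passing that level; inconclusive = only one of the two criteria is met; inactive = neither criterion is met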;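 also: 0% = median of the neutral control wells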
HTR2A ag = mouse HTR2A agonism via beta-arrestin recruitment. P35363. CHO-K1 mHTR2A beta-arrestin complementation, luminescence; percent of 30 µM serotonin response. activation, % at 7.6 µM. hit rate 0.66% among 360,000. AID 624169;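 active = activation above a run cutoff, the mean activation of all tested compounds plus 3 SD, cut at about 14% in these data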;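 also: 0% = plate median of compound wells and 100% = 30 µM serotonin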
Target sequence (P35363 whole entry, looked up): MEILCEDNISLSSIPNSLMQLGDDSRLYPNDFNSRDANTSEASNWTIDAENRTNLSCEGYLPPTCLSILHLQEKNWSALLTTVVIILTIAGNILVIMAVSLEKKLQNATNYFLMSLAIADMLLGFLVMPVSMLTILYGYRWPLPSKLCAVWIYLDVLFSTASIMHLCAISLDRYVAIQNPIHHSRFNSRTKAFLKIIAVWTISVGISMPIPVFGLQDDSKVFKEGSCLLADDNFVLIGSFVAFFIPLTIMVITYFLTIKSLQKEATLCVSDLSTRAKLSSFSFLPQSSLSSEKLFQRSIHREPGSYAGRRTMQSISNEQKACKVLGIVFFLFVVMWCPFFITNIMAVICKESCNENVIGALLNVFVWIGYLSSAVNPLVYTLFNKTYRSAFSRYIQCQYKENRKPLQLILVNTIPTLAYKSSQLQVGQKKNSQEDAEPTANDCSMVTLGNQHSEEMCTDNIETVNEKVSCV
Granule exo inh = blocks lytic granule exocytosis; inhibition, % at 10 µM; hit rate 0.66% among 360,000; TALL-104 LAMP-1 surface exposure, flow cytometry; cells stimulated with thapsigargin and PMA;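 active = inhibition above about 55%, limit read from the data; inconclusive = no clear call, values can overlap the other calls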
PDI turbidity = blocks human protein disulfide isomerase activity | hit rate 0.052% among 350,000 | AID 588391 | inhibition, % at 10 µM | PDI insulin aggregation turbidity, A650, 90 min | P07237;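 active = mean inhibition across replicates of 30% or more, whatever share of single replicates reach that level; inconclusive = mean inhibition below 30% while every single replicate reaches 30%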;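 also: absorbance from insulin aggregation driven by PDI reduction with DTT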
Target sequence (P07237 whole entry, looked up): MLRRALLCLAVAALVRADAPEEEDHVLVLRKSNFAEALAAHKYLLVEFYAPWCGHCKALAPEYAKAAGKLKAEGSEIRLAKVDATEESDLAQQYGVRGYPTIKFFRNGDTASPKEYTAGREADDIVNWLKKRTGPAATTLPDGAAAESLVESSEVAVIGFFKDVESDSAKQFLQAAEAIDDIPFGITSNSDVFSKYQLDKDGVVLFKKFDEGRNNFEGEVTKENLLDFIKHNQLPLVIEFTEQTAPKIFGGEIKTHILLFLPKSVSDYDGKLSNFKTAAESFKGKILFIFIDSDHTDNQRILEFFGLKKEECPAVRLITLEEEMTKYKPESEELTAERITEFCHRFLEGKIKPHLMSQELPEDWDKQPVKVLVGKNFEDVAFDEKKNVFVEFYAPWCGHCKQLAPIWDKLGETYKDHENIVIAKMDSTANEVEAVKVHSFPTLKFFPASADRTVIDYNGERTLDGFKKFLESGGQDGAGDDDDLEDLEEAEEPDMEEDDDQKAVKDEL
Glyco luc inh = blocks N-linked glycosylation in D54 reporter cells; D54 ERlucT glycosylation luciferase reporter, 24 h; percent of 100 nM tunicamycin response; reporter increase, % at 12.5 µM; hit rate 0.23% among 360,000; AID 588692;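 active = mean luciferase reporter signal, scaled so untreated is 0 and the glycosylation-blocking control 100, at or above a set limit in every replicate; inconclusive = mean reaches the limit but not every replicate does; inactive = mean below the limit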;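 also: luciferase carries N-glycosylation sites so blocking glycosylation raises the light; 0% = median of neutral control wells and 100% = median of 100 nM tunicamycin wells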
Cardio protect = modulators protecting cardiomyocytes from myocardial damage; H9c2 cardiomyocytes, H2O2 injury protection, ATPLite, 2 h; protection from H2O2 cell death, % at 20 µM; hit rate 0.63% among 360,000;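 active = compounds giving at least 50% protection of heart cells from peroxide-induced death in the single-dose screen, raw or plate-pattern-corrected value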;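 also: 0% = DMSO wells with peroxide and 100% = DMSO wells without peroxide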
ABCB6 inh 2 = inhibitors of human ABC transporter ABCB6. Q9NP58. K562-ABCB6 porphyrin accumulation, flow cytometry, 1 h; stronger effect = lower value. fluorescence ratio to DMSO, % at 10 µM. hit rate 0.19% among 360,000;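 active = fluorescence ratio to DMSO below 75%, the collection mean minus 3 SD; inconclusive = too few cells collected in the well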;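 also: signal is porphyrin accumulated inside mitochondria; 100% equals median channel fluorescence of DMSO control wells; lower ratio means ABCB6 inhibition with less porphyrin fluorescence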
hiPSC survival = enhancers of human iPSC single-cell survival; hiPSC single-cell survival, ATPlite luminescence; 100% = ROCK inhibitor wells, 0% = DMSO; survival enhancement, % at 20 µM; hit rate 0.044% among 360,000; AID 602274; in the data active = survival enhancement above about 18%;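 also: cells exposed to compounds for 16 hours before the ATP read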
Vif inh = blocks HIV Vif function; HEK293T cells, Vif self-association by quenched fluorescence, imaging, 24 h; hit rate 0.35% among 340,000; inhibition, % at 7.49 µM; in the data active = inhibition above about 50%, passing the limit was not always enough; inconclusive = no clear call, values can overlap the other calls; inactive = below about 31%; also: some results filed as inactive read as strong as hits
aDG glyco up = increases alpha dystroglycan glycosylation. Pro5-aDG cells, alpha-DG glycosylation AlphaScreen (IIH6); 0% Pro5, 100% B10-LARGE cell signal. activation, % at 10 µM. hit rate 0.22% among 360,000;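 active = activation of at least 8% versus controls, or a plate z-score of at least 8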;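 also: Pro5 are CHO cells carrying HIG-tagged alpha-DG that lacks glycosylation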
* hit, by the source's call; ? = inconclusive; . = not tested or not shown; & = joins results of further samples. No enrichment for hits. Share with any hit: about 3.1%.

SMILES	CaV13 ICDI inh	HTR2A ag	Granule exo inh	PDI turbidity	Glyco luc inh	Cardio protect	ABCB6 inh 2	hiPSC survival	Vif inh	aDG glyco up
COc1cc2c(cc1NC(=O)c1ccc3c(c1)OCO3)oc1ccccc12	-8	-4	2	-1	0	-10	104	-0.8	8	-0.1
Cc1onc(-c2ccccc2)c1C(=O)N/N=C/c1cc(Br)c(Br)o1	-4	-4	-4	4	-3	-1	96	-2.1	-7	0.5
CC(NC(=O)Cc1cccs1)c1ccc2c(c1)OCO2 (stereo not given)	-7	-3	0	-2	3	0	97	3.3	-15	-0.1
COc1cccc(-c2ncc3ccccc3c2COC(=O)c2cccs2)c1	-10	4	2	8	-7	-1	96	6.1	1	0.2
O=C(N/N=C\c1ccc(-c2ccc(Cl)c(Cl)c2)o1)C(=O)N1CCCC1	-7	-1	17	-16	-2	-5	101	1.8	25	0.1
CC(=O)Oc1ccc(C(=O)Nc2ccccc2C(=O)Nc2cccc(C(=O)O)c2)cc1	-4	-3	5	-12	0	-5	101	-0.4	3	0.0
COc1ccccc1N(CC(=O)NCc1ccccc1)C(=O)CCC(=O)Nc1nccs1	-2	3	1	-6	1	7	99	-0.6	-7	0.1
CCn1c2ccc(CC(=O)O)cc2c2cc(CC(=O)O)ccc21	-4	2	-2	-3	2	7	102	-0.6	16	0.0
COc1nn(CC(=O)N2N=C(C(F)F)CC2(O)C(F)F)cc1[N+](=O)[O-] (stereo not given)	-6	0	0	6	-1	0	84	-0.2	-3	0.0
O=C(NC1CC1)C1=COCCO1	-4	4	-3	4	1	0	99	17	3	-0.1
Fc1ccc(-c2nnc(CN3CCN(c4ncc(C(F)(F)F)cc4Cl)CC3)o2)cc1	-4	4	-2	6	-1	-6	84	-0.2	-29	1.6
CCOCC(=O)Nc1nnc(C2CCCCC2)s1	-5	1	2	9	3	-10	96	0.3	2	0.0
CCCn1c(SCC(=O)Nc2ccc(Cl)cc2)n[nH]c1=O	4	2	1	8	2	2	97	-0.6	1	0.3
CC(=O)Nc1ccc(NC(=O)CSc2nnc3ccc(-c4ccc(F)cc4)nn23)cc1	-3	-2	-2	3	-1	1	96	-0.5	-9	0.0
COC(=O)c1[nH]c2ccc(C)cc2c1NC(=O)CN1CCN(Cc2ccccc2)CC1	0	0	1	6	-1	15	92	-2.3	16	-0.1
CCOC(=O)c1ccc(Oc2cn[nH]c2-c2ccc(OCC(=O)NN)cc2O)cc1	-19	6	-11	8	-1	3	95	0.5	-2	-0.1
CC(C)(C)NC(=O)NC(=O)Cn1cc(C(F)(F)F)ccc1=O	-3	0	-2	7	1	-3	98	-1.4	10	-0.1
CC1(c2ccccc2)NC(=O)N(CC(=O)Nc2nnc(C3CC3)s2)C1=O (stereo not given)	.	3	-3	7	-2	18	92	-0.2	10	4.7
CC(/C=N\NC(=O)c1cc(C)oc1C)=C\c1ccccc1	-4	-6	4	23	0	-9	104	-0.4	-9	0.3
CCN(CC)C1CCN(C(=O)CCc2nnc(CCc3ccccc3)o2)C1 (stereo not given)	-4	-2	-2	2	-1	3	96	0.2	-1	0.0
CC(O)c1n(C)c(Cl)c[n+]1C (stereo not given)	-3	6	0	-3	1	-3	125	3.4	2	0.0
COc1ccccc1-c1cc(C(=O)N/N=C/c2sccc2C)c2ccccc2n1	.	-2	-2	20	-9	18	97	-1.1	0	-0.4
CCc1noc(C)c1C(=O)Nc1cc(S(=O)(=O)N2CCOCC2)ccc1N1CCN(CC)CC1	-4	4	0	10	1	-2	97	0.1	-10	-0.1
COC(=O)c1cc(NC(=O)CN(c2ccccc2OC)S(=O)(=O)c2ccccc2)ccc1Cl	.	-6	68*	1	-1	25	101	-0.4	?	2.7
CCOC(=O)c1cnn(Cc2ccccc2Cl)c1N	-6	0	-2	-8	4	-3	93	-0.3	0	-0.2
(next part)
SMILES	CaV13 ICDI inh	HTR2A ag	Granule exo inh	PDI turbidity	Glyco luc inh	Cardio protect	ABCB6 inh 2	hiPSC survival	Vif inh	aDG glyco up
CSc1ccc(/C=C(/NC(=O)c2ccc(C)cc2)C(=O)Nc2cccc(F)c2)cc1	-3	-2	-1	-6	-1	-4	97	2.7	-5	0.0
Cc1ccccc1OCCOC(=O)c1nc2nccc(C)n2n1	-4	1	-2	-1	1	13	96	2.5	12	0.1
COc1ccc(C(=O)N2N=C(c3cccc(OC)c3)CC2(O)C(F)(F)F)cc1 (stereo not given)	-4	3	5	-4	0	1	88	-2.6	-18	0.2
CC1(C(=O)NCc2ccccc2)CN(S(C)(=O)=O)CC(=O)N1CCc1ccccc1 (stereo not given)	-16	0	-9	.	.	.	.	.	.	-0.1
O=C(c1ccc(-n2cncn2)c([N+](=O)[O-])c1)N1CCN(S(=O)(=O)c2ccccc2F)CC1	-6	-3	4	2	0	10	94	-0.2	.	-0.1
CCOC(=O)N1CCN(C(c2ccc(Cl)cc2)c2sc3nc(C)nn3c2O)CC1 (stereo not given)	-5	2	-2	.	3	5	86	-0.6	-1	0.0
COc1ccc(Cn2c(=O)[nH]c3cc(C(=O)N4CCN(c5ccccc5F)CC4)ccc3c2=O)cc1	-3	3	5	10	2	-2	85	-0.6	11	0.0
CN(CCOc1ccc(Cl)cc1)C(=O)CN1C(=O)NC2(CCCC2)C1=O	-7	2	0	3	3	0	103	-0.3	-4	0.0
O=C(COC(=O)c1ccc(Br)c(S(=O)(=O)N2CCOCC2)c1)NCCc1ccccc1	-2	-3	-2	2	2	3	93	5.0	17	-0.1
Cc1c(C)c2ccc(OC(C)C(=O)NCCc3c[nH]c4ccccc34)cc2oc1=O (stereo not given)	.	-6	-1	.	3	-1	98	0.6	1	-0.2
CSCCC(c1nnnn1-c1c(C)cccc1C)N1CCN(C/C=C/c2ccccc2)CC1 (stereo not given)	-5	-7	11	.	-5	-5	92	-0.2	-3	-0.1
CCOC(=O)C1(CCOc2ccccc2)CCN(Cc2ccc(O)c(OCC)c2)CC1	-5	-9	81*	3	0	-7	92	-0.2	-5	0.9
Cc1ccc(-n2nnnc2SCc2ccc(C(=O)O)cc2)cc1C	-20	4	24	-3	2	-1	95	0.2	.	-0.1
COc1cc(NS(=O)(=O)c2ccc(Br)cc2)c(OC)cc1NC(=O)c1ccco1	-4	-6	-1	11	1	2	98	-0.7	-5	-0.2
O=C(NCc1ccc(Cl)c(Cl)c1)c1cccnc1	-5	-7	-2	-7	-3	-3	105	0.8	-6	-0.2
O=C(CNC(=O)c1ccc(Br)o1)Nc1cccc(-c2cnc3ccccc3n2)c1	.	-1	6	-3	26*	10	105	6.0	36	0.3
O=C(c1ccc(F)cc1)N1CCC(N2CCOCC2)CC1	-4	1	0	-8	0	3	90	-0.8	0	0.1
Cc1ccc(NC(=O)COC(=O)c2cc(Cl)ccc2Cl)c(Br)c1	-3	2	6	2	2	1	99	0.8	17	0.0
O=C1CCCCN1CC(=O)N1CCCC(Nc2ccc(F)cc2)C1 (stereo not given)	-3	-1	-9	-5	2	4	94	0.6	-5	0.0
O=C(Nc1ccc(Cc2nc3ccccc3s2)cc1)c1ccncc1	-3	-8	0	-2	-3	-7	98	-0.5	-3	0.5
Cc1ccc(OCC(O)CN2CCN(Cc3ccc4c(c3)OCO4)CC2)c(C)c1 (stereo not given)	-5&-8	0&-1	-2&1	-3&9	-1&-1	-2&-6	107&95	-1.0&-0.6	-9&-1	0.0&0.0
Cc1cccc(-c2noc(CN(C(=O)C34CC5CC(CC(C5)C3)C4)C(C)C)n2)c1	-1	1	1	-4	0	-25	98	1.9	-6	-0.1
COc1ccc(C2=CCCC2)c(OC)c1	-6	-2	-10	-64	-1	0	96	2.1	-8	-0.1
Cn1c(=O)c([N+](=O)[O-])c(NCc2ccccc2Cl)c2ccccc21	-22	-7	13	-2	-2	4	102	-0.7	-10	0.2
Cc1ccc(OCC(=O)NCCNC(=O)c2ccncc2)cc1	-2	2	2	1	-1	0	96	-0.5	4	0.1

Full records from above. Values in the order: CaV13 ICDI inh, HTR2A ag, Granule exo inh, PDI turbidity, Glyco luc inh, Cardio protect, ABCB6 inh 2, hiPSC survival, Vif inh, aDG glyco up
`CN(CCOc1ccc(Cl)cc1)C(=O)CN1C(=O)NC2(CCCC2)C1=O` is entered as -7, 2, 0, 3, 3, 0, 103, -0.3, -4, 0.0
`O=C(CNC(=O)c1ccc(Br)o1)Nc1cccc(-c2cnc3ccccc3n2)c1` is entered as ., -1, 6, -3, 26*, 10, 105, 6.0, 36, 0.3

(continued)
SMILES	CaV13 ICDI inh	HTR2A ag	Granule exo inh	PDI turbidity	Glyco luc inh	Cardio protect	ABCB6 inh 2	hiPSC survival	Vif inh	aDG glyco up
O=C(O)C1C2C=CC(C2)C1C(=O)Nc1ccc2c(c1)OCCO2 (stereo not given)	.	2	2	2	-14	-2	96	7.3	7	-0.1
COc1ccc(C(NC(=O)/C=C/c2ccco2)c2ccc(OC)c(OC)c2)cc1 (stereo not given)	-3	6	7	-4	-4	2	105	-0.1	-3	0.2
COCCNC(=O)C(c1cccs1)N(C(=O)Cn1nnc2ccccc21)c1ccc2c(c1)OCO2 (stereo not given)	2	-1	0	-2	3	-4	153	-7.0	-1	0.0
CCC(CCC(=O)Nc1ccn(-c2ccccc2)n1)C(=O)O (stereo not given)	-5	3	-2	5	-1	-13	97	-0.3	9	0.3
CCN(C(=O)COC(=O)c1cccs1)c1c(N)n(Cc2ccccc2)c(=O)[nH]c1=O	-6	2	-2	-2	0	2	99	0.9	-5	-0.1
O=c1[nH][nH]c2cc(=O)n(-c3ccc(Cl)cc3)nc12	0	-1	-5	6	-3	4	101	0.8	-1	-0.6
Oc1cc2c(cc1O)C(c1ccccc1)CNCC2 (stereo not given)	-4	14	-3	11	1	39	99	0.5	-5	0.0
CCOC(=O)C1C(c2cc(OC)c(O)c(OC)c2)NC(=S)NC1(O)C(F)(F)F (stereo not given)	-14	3	-1	-4	2	8	98	0.4	-6	-0.2
Cc1cc(S(=O)(=O)NCc2ccc3c(c2)OCO3)ccc1F	11	5	-3	6	0	-4	97	0.2	18	-0.1
CCOC(=O)c1[nH]c2ccc(OC)cc2c1C	-1	2	-1	8	-1	-20	92	0.0	-2	0.0
CCCC1COC(Cn2cncn2)(c2ccc(C)cc2)O1 (stereo not given)	-8	-1	5	-2	1	1	97	-1.2	2	-0.3
CCc1cccc(CC)c1NC(=S)NCC(c1cccnc1)N(C)C (stereo not given)	13	2	-1	-4	3	-1	100	-0.6	1	0.1
Cn1c(COc2ccc3ccccc3c2)nnc1SCC(=O)O	-4	-1	0	3	2	-1	100	0.7	1	0.4
CCOC(=O)c1ccc(OCCOc2cccc(C)c2)cc1	-5	-1	4	13	2	-2	98	-0.5	-6	0.0
O=C(NCc1cccs1)C1CCC(CNS(=O)(=O)c2ccc(Br)s2)CC1 (stereo not given)	-3	-4	-9	19	-3	-7	96	-2.5	9	0.0
Cc1ccc(CN2CCN(CC(=O)N3CCC(C(N)=O)CC3)C2=O)cc1	-5	5	-2	-6	1	4	95	-4.3	-8	0.2
Cn1c2c(c(=O)n(C)c1=O)CS(=O)c1ccccc1N2 (stereo not given)	-9	-1	-2	.	1	4	98	-0.8	2	0.1
CC1(C)NC(=O)N(CC(=O)N2CCN(S(=O)(=O)c3ccccc3C(F)(F)F)CC2)C1=O	-2	6	1	-5	1	-1	101	0.1	8	0.3
